Screening results: PubChem BioAssay, National Center for Advancing Translational Sciences (NCATS)
Pol eta inh – qHTS for Inhibitors of Polymerase Eta; DNA polymerase eta (Homo sapiens), Q9Y253; recombinant Pol eta, fluorescent DNA replication assay; Potency, µM (top dose mostly 114 µM), for the others: at the top dose activity change, negative = inhibition, most hits filed as inhibitors; 1.2% of 390,000 active; AID 588591, 2011; note: potency is the fitted concentration of half-maximal effect; % is set by controls: 0 for no effect and ±100 for the full control effect
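Pol eta (10 nM) was preincubated with compounds for 15 min at room temperature, after which fluorescent replication substrate (50 nM final) was added to start the reaction. Fluorescence was read kinetically at 0 and 10 min.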
Pol beta inh – qHTS Assay for Inhibitors of DNA Polymerase Beta. Pol beta primer extension/strand displacement, fluorescence kinetic. AID 485314, 2010. P06746. 1.3% of 340,000 active. Potency, µM (doses to about 114 µM), without a hit: at the highest dose activity change, negative = inhibition, most hits filed as inhibitors; note: potency is the fitted concentration of half-maximal effect; % is set by controls: 0 for no effect and ±100 for the full control effect
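Curves were derived by four-parameter Hill fits of normalized qHTS data. The kinetic fluorescent primer-extension read was taken at 0 and 10 min after 50 nM substrate, following a 15 min room-temperature preincubation of 10 nM enzyme with compounds.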
ERG Ets-DNA blk – qHTS for Small Molecule Inhibitors of the ERG Ets/DNA interaction; Transcriptional regulator ERG (Homo sapiens), P11308; fluorescence polarization, His-ERG Ets domain / labelled DNA; Potency, µM (series often up to 76.9 µM), for inactives: at the highest dose FP activity, negative = inhibition, usual class: inhibitors; 0.028% of 370,000 active; AID 624246, 2012; active = well fitted inhibition curve with a large enough effect in the polarisation, with a control signal flat; inconclusive = small, poorly fitted or top-dose-only effect, or effect the other way, or a change in a side signal; inactive = no such curve, though single readings can be large or run the other way; the % refers to the polarisation;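 note: polarization taken with two DNA probes labelled with fluorescein and Texas red; potency is the fitted concentration of half-maximal effect; % of control where 0% means no effect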
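His-tagged ERG Ets domain (1 uM in the protein solution; 300mM KCl, 50mM Tris-HCl, 1mM EDTA, 1mM DTT, pH 7.5) received compound, then a probe mix of 5 nM fluorescein-DNA and 100nM Texas-615-DNA. Fluorescence polarization was read for both dyes.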
LDHA block – qHTS assay for inhibitors of human lactate dehydrogenase. L-lactate dehydrogenase A chain (Homo sapiens), P00338. purified LDHA, NADH/diaphorase-resazurin fluorescence; stronger effect = lower value. activity change, % (values are at about 110 or 230 µM). 0.15% of 480,000 active; in the data active = activity change below about -30%; inconclusive = mostly about -25% to -30%;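 note: plate controls were DMSO wells for no effect and wells without enzyme for full effect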
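LDH5 2 nM; NADH 0.06 mM, pyruvate 0.2 mM; 200 mM Tris pH 7.4, EDTA, Tween-20; 5 min RT. Detection: diaphorase 0.133 mg/mL + resazurin 37 µM, fluorescence ex540/em590 at 0 and 20 min; normalized to enzyme-free and DMSO wells.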
APE1 inh – qHTS Assay for Inhibitors of the Human Apurinic/apyrimidinic Endonuclease 1 (APE1). recombinant APE1, TAMRA/BHQ-2 abasic DNA cleavage fluorescence. Potency, µM (doses to about 65.8 µM), without a hit: top-dose activity change, negative = inhibition, usual class: inhibitors. DNA repair nuclease/redox regulator APEX1 (Homo sapiens), P27695. 0.35% of 350,000 active;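 note: potency is the fitted concentration of half-maximal effect; plate controls were vehicle for no effect and reference inhibitor for full effect; nearly all actives have a fitted effect of over 55% in size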
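APE1 at 0.75 nM preincubated 15 min at room temperature with compound. Reaction then started with 50 nM double-stranded THF-abasic substrate labelled with TAMRA/BHQ-2, and 525/598 nm fluorescence read kinetically. Activity taken as third-minus-first read difference, normalized to DMSO and NSC13755 controls.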
Pol kappa inh – qHTS for Inhibitors of Polymerase Kappa; purified Pol kappa, fluorescent DNA synthesis assay, 10 min; Potency, µM (titrated, usually from 107 µM), for the others: at the highest dose activity, negative = inhibition, hits mostly inhibitors; 0.53% of 400,000 active; note: potency is the fitted concentration of half-maximal effect; % is set by controls: 0 for no effect and ±100 for the full control effect
Target sequence (Q9UBT6 whole entry, looked up): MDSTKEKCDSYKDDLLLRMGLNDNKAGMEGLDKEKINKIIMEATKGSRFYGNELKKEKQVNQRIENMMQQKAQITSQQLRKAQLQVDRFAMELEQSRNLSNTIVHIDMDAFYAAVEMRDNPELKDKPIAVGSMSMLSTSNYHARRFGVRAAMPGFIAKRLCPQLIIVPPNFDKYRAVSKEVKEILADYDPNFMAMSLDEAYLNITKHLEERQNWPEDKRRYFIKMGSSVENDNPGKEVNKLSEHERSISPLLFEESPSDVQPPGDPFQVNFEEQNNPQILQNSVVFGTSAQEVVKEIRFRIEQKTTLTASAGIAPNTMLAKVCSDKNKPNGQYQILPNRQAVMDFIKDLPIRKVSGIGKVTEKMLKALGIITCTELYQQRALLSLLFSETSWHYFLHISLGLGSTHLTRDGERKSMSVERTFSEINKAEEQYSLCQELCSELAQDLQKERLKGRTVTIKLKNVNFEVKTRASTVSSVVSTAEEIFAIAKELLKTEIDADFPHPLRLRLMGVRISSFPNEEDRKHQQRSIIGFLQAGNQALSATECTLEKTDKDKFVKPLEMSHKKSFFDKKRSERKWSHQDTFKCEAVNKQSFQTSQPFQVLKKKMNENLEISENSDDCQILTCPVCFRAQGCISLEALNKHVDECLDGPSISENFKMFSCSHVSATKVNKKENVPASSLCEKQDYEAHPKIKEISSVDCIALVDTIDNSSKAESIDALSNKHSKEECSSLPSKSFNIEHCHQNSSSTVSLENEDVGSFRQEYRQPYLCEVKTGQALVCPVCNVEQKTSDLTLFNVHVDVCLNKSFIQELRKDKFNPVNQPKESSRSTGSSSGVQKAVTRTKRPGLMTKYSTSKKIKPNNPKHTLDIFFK
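Pol kappa 10 nM + cpd, 15 min RT; start w/ substrate 50 nM final; fluorescence kinetic read, 0 and 10 min. Neg ctrl: buffer, no enzyme.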
RGS4 inhibitor – Inhibitors of Regulator of G Protein Signaling (RGS) 4: qHTS; Transcreener GDP fluorescence polarization, RGS4-accelerated GTP hydrolysis; Potency, µM (highest dose often 114 µM), inactives show top-dose activity change, negative = inhibition, usual class: inhibitors; Regulator of G-protein signaling 4 (Homo sapiens), P49798; 0.039% of 390,000 active; note: potency is the fitted concentration of half-maximal effect; % is set by controls: 0 for no effect and ±100 for the full control effect; nearly all actives have a fitted effect of over 75% in size; some results filed as inactive show a strong effect at the top dose
Target sequence (P49798 whole entry, looked up): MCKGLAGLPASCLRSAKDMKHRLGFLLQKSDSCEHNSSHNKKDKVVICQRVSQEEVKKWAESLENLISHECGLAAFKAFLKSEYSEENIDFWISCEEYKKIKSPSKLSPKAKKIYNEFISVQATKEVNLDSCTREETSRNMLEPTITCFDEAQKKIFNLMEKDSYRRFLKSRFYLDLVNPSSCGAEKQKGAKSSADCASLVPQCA
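MLSMR compounds (23 nl, pin-transferred) preincubated 10 min at room temperature with a 500nM (2x) first reagent, then RGS4 at 900nM (2x) plus Transcreener GDP mix added; fluorescence polarization (620/688 nm) read before and after 90 min at 30 °C.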
Apoferritin bind – qHTS Assay for Identification of Novel General Anesthetics; Ferritin light chain (Equus caballus), P02791; 0.074% of 350,000 active; AID 485281, 2010; apoferritin/1-aminoanthracene competitive binding, fluorescence; Potency, µM (highest dose often 77.5 µM), for inactives: at the top dose activity change, negative = displacement, actives largely listed as inhibitors; note: potency is the fitted concentration of half-maximal effect; % is set by controls: 0 for no effect and ±100 for the full control effect; nearly all actives have a fitted effect of over 20% in size
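Apoferritin-based anesthetic binding model; compound displacement of fluorescent 1-AMA measured as endpoint fluorescence after 10 minutes at room temperature, scaled to free-ligand and complex controls.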
12-LOX inh – Primary qHTS assay for inhibitors of human arachidonate 12S-lipoxygenase (ALOX12): Round 2 | Potency, µM (doses to about 108 µM), inactives show top-dose activity change, negative = inhibition, usual class: inhibitors | AID 1671190, 2021 | purified 12hLO, xylenol orange hydroperoxide absorbance | 1.1% of 580,000 active; note: potency is the fitted concentration of half-maximal effect; % is set by controls: 0 for no effect and ±100 for the full control effect
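Purified human 12hLO (150 nM final) in 25 mM Hepes, 0.01% Triton X-100, pH 7.0 was preincubated 15 min at room temperature with compound. Then 40 uM arachidonic acid was added, 30 min. Hydroperoxide was read by Fe-XO absorbance ratio 573/405 nm.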
Starred values were filed as active, the others as inactive; u = inconclusive; x = no result given; & = joins results of further samples; [ ] = remark or other dose. Unless noted, calls come from the whole dose curve; as a rule, active = well fitted curve in the direction sought with a large enough effect; inconclusive = small, poorly fitted or top-dose-only effect, or another doubt; inactive = no such curve, though single readings can be large; an effect the other way counts as inactive or inconclusive. These rows are one share of the data. The share of hits here may be higher or lower than overall.

SMILES	Pol eta inh	Pol beta inh	ERG Ets-DNA blk	LDHA block	APE1 inh	Pol kappa inh	RGS4 inhibitor	Apoferritin bind	12-LOX inh
O=C(Nc1nccs1)C1(c2ccc(Cl)cc2)CC1	-20%	-17%	-5%	-6	-2%	-2%	-13%	-11%	-10%
O=C(CCNC(=O)c1ccc(Br)cc1)Nc1cccc(S(=O)(=O)N2CCCC2)c1	-20%	x	-15%	-7	-8%	-13%	12%	x	-3%
CSc1nsc(SC)c1CO	-16%	2%	3%	-15	0%	-8%	19%	4%	0%
Cn1c(=O)[nH]c(=O)c2c1nc(N1CCN(C(=O)c3ccco3)CC1)n2CCCSc1ncccn1	-6%	x	2%	-1	x	11%	-20%	x	1%
Cc1ccc(-n2nc(C(=O)c3ccccc3)n3c(=O)cc(-c4ccccc4)nc23)cc1	-17%	5%	1%	-2	2%	-8%	16%	-11%	u
CCOC(=O)Cn1c(=O)n(CC2CCCO2)c2nc(-c3ccc(C)cc3)nc(C(N)=O)c21 (centres undefined)	-13%	2%	-3%	1	x	0%[60.1 µM]	-36%	u	-19%
CCCCNS(=O)(=O)c1ccc2nc(-c3cccnc3)cc(C(=O)NCCOC)c2c1	2%&5%	1%&10%	-4%&-11%	-9&-5	3%	-14%	7%&-2%	-6%&1%	-3%&8%
CCN(CC)C(=O)C1CCN(S(=O)(=O)c2ccc(-n3cnnn3)cc2)CC1	-7%	-22%	-6%	-5	4%	-2%	-5%	-4%	2%
OC1c2ccccc2N=C2CCCN21 (centres undefined)	x	x	x	x	-3%	12%[60.1 µM]	x	4%	6%
O=C1C[C@@H]2c3c(cccc3CN1Cc1ccc(Cl)cc1)C[C@@H](O)[C@H]2O	-19%	x	-11%	-18	x	-13%&-22%	13%	x	-3%
Cc1cccc(Cn2c(CN3CCCC(C)C3)nc3c2c(=O)n(C)c(=O)n3C)c1 (centres undefined)	-22%	17%	2%	2	x	3%	-3%	-10%	-7%
Cc1cn2c(-c3cccnc3)nnc2s1	-10%	0%	3%	-6	1%	1%	-14%	-3%	-14%
O=C(NCc1ccco1)C1CCN(S(=O)(=O)N2CCOCC2)CC1	-10%	11%	-2%	4	-3%	-3%	-5%	-4%	2%
CCC1COCCS(=O)(=O)N1Cc1ccccc1F (centres undefined)	-4%	12%	4%	1	2%	12%&-24%	-10%	-21%	-1%
Cc1ccc(Cn2c(SCC(=O)Nc3cc(C)on3)nc3ccccc3c2=O)cc1	-9%	0%	2%	-2	-2%	6%	u	-14%	-24%
O=c1c2c(-c3cccs3)csc2ncn1-n1cccc1	-10%	-1%	-6%	0	-6%	-9%	-14%	u	-15%
Cc1nc(-c2cccc(NC(=O)c3cccs3)c2)cs1	1%	10%	8%	-2	7%	-3%	27%	-14%	-9%
COc1ccc(OC)c(NC(=O)CSc2nc(-c3ccccc3)cc(=O)[nH]2)c1	-11%	-18%	-12%	-1	-9%	-2%	30%	-5%	-8%
CC1CCCCN1C(=O)CSc1nnc(-c2c[nH]c3ccccc23)o1 (centres undefined)	3%	-1%	x	2	-1%	-8%	8%	u	12%
COc1ccc(S(=O)(=O)NCCCO)cc1-c1nnc2c3ccccc3c(C)nn12	-7%	4%	-9%	1	x	-13%	42%	-2%	u
COc1ccc(OC)c(NC(=O)CSc2nnnn2C2CCCC2)c1	-28%	6%	0%	-4	3%	-3%	-44%	-3%	u
O=C1C=C(N(CCO)Cc2ccccc2)c2ccccc2C1=O	20µM*	-17%	9%	30	-1%	-13%	-18%	-15%	x
Cc1ccc(S(=O)(=O)NNC(=O)/C=C/c2cccc(F)c2)cc1	-4%	11%	0%	1	46%[activator]	4%	-6%	-14%	0%
COc1ccc(C#Cc2ccc3c(=O)c4ccccc4n(C)c3c2)cc1	-3%	-10%	-14%	2	40%[activator]	-3%	-47%	-13%	x
COc1cc(C(=O)NCCCNc2ccc([N+](=O)[O-])cc2)cc(OC)c1OC	-13%	5%	9%	-2	20%	5%	-2%	-2%	-7%
CN1CCN(c2nc(-c3cccnc3)nc3ccccc23)CC1	-6%	2%	1%	-5&9	-6%&-4%	-13%	-10%	-11%	2%&-24%&17%
CN(C)CC(C)(C)CNS(=O)(=O)c1cccc2nsnc12	-17%	2%	-1%	-8	3%	-3%	-1%	5%	5%
CC(C)(O)[C@H](O)COc1c2occc2cc2ccc(=O)oc12	-1%	14%	-2%	1	2%	-17%	-7%	0%	10%
COC(=O)[C@]1(C)N[C@H](CN(C)C(=O)c2ccc(C)cc2)[C@@H]2C(=O)N(Cc3ccccc3)C(=O)[C@@H]21	-8%	x	-2%	6	34%	8%	-6%	x	u
CC(=O)c1c(C(C)=O)c(C)n(NC(=O)c2ccncc2)c1C	12%	u	1%	-2	2%	1%	24%	-6%	13%
NCC(O)(c1ccc(Cl)cc1)c1ccc(Cl)cc1	-15%	1%	5%	-2	2%	-8%	21%	-12%	-22%
Nc1c(-c2ccccc2)c(CN2CCOCC2)nn1-c1ccccc1	-2%	52%	3%	-10	3%	2%	32%	-1%	-8%
CCOc1ccc(Br)cc1S(=O)(=O)Nc1cccc(S(=O)(=O)Nc2ccccc2C(=O)O)c1	-7%	x	4%	4	-7%	-8%	8%	x	u
CC(O)[C@H]1CNC(=O)C(=O)N1CC1(c2ccccc2)CC1 (some centres undefined)	-17%	0%	-4%	-9	7%	-16%	13%	-1%	x
CC(=O)OC[C@H]1O[C@@H](Sc2cccc3cccnc23)[C@H](OC(C)=O)[C@@H](OC(C)=O)[C@H]1OC(C)=O	-10%	31%	-17%	-7	-10%	-1%	-12%	-5%	-16%
COc1ccc(CCNC(=O)c2cc(-c3ccc(Cl)c(Cl)c3)oc2C)cc1	-9%	3%	-2%	2	-2%	-4%	-6%	11%	-22%
Cc1cc(C)c2c(=O)[nH]n(C3CCCCCC3)c2n1	-21%	1%	0%	-11	2%	7%	5%	-15%	-13%
Cc1c(OC(C)C(=O)NCC2CCC(C(=O)O)CC2)ccc2c1oc(=O)c1ccccc12 (centres undefined)	-13%	12%	7%	-2	27%	11%	4%	-4%	-3%
CCCc1noc(-c2ccc(NCc3ccccc3OC)c([N+](=O)[O-])c2)n1	-14%	-20%	1%	1	x	-8%	-7%	-8%	-24%
O=C(Cc1ccccc1)NC1CCN(S(=O)(=O)c2ccc(C(=O)O)cc2)CC1	-12%	0%	0%	-6	0%	-14%	9%	-7%	-4%

Four entries from above, field by field.
> Cc1cc(C)c2c(=O)[nH]n(C3CCCCCC3)c2n1
  Pol eta inh: -21%; Pol beta inh: 1%; ERG Ets-DNA blk: 0%; LDHA block: -11; APE1 inh: 2%; Pol kappa inh: 7%; RGS4 inhibitor: 5%; Apoferritin bind: -15%; 12-LOX inh: -13%

> Cc1c(OC(C)C(=O)NCC2CCC(C(=O)O)CC2)ccc2c1oc(=O)c1ccccc12 (centres undefined)
  Pol eta inh: -13%; Pol beta inh: 12%; ERG Ets-DNA blk: 7%; LDHA block: -2; APE1 inh: 27%; Pol kappa inh: 11%; RGS4 inhibitor: 4%; Apoferritin bind: -4%; 12-LOX inh: -3%

> CCCc1noc(-c2ccc(NCc3ccccc3OC)c([N+](=O)[O-])c2)n1
  Pol eta inh: -14%; Pol beta inh: -20%; ERG Ets-DNA blk: 1%; LDHA block: 1; APE1 inh: x; Pol kappa inh: -8%; RGS4 inhibitor: -7%; Apoferritin bind: -8%; 12-LOX inh: -24%

> O=C(Cc1ccccc1)NC1CCN(S(=O)(=O)c2ccc(C(=O)O)cc2)CC1
  Pol eta inh: -12%; Pol beta inh: 0%; ERG Ets-DNA blk: 0%; LDHA block: -6; APE1 inh: 0%; Pol kappa inh: -14%; RGS4 inhibitor: 9%; Apoferritin bind: -7%; 12-LOX inh: -4%

Additional records:
SMILES	Pol eta inh	Pol beta inh	ERG Ets-DNA blk	LDHA block	APE1 inh	Pol kappa inh	RGS4 inhibitor	Apoferritin bind	12-LOX inh
O=C1N(c2ccccc2)C(=Nc2ccccc2)SC12CC2	-18%	12%	0%	-3	12%	8%	1%	-3%	389%[activator]
CC1Cc2ccccc2N1C(=O)CSc1nnc(Cc2ccccc2)n1CCc1ccccc1 (centres undefined)	-14%	0%	-6%	1	-5%	-6%	-18%	43%[activator]	277%[activator]
CCN(CC)CCn1c2c(c(SCC(=O)Nc3ccc4c(c3)OCO4)nc1=O)CCC2	-4%	x	-1%	-1	47%	3%	-14%	x	13%
O=C(NCc1cccc(Cl)c1)c1cccc(S(=O)(=O)N2CCCC2)c1	-4%	x	3%	-5	4%	-11%	-16%	x	-14%
